Source: PubChem (several laboratories)
NSD2 HMT inh: NSD2 (human) methyltransferase inhibition; NSD2 peptide methylation, AlphaScreen, 120 min; AID 743445; hit rate 0.54% among 310,000; O96028; inhibition, % at 12.5 µM; in the data active = inhibition above about 50%
V-ATPase pH: regulators of yeast V-ATPase proton transport | AID 504577 | response, % at 10 µM | hit rate 0.37% among 350,000 | S. cerevisiae, pHLuorin cytosolic pH fluorescence; in the data active = response mostly above about 7.3%, no sharp cut-off; inactive = mostly below about 5.4%; also: actives read high; inactives centre near 0; some compounds called inactive have numbers as strong as hits; reference of the scale not given here
SR-BI DiI inh: inhibitors of mouse SR-BI mediated HDL lipid uptake; hit rate 0.96% among 320,000; inhibition, % at 12.5 µM; ldlA[mSR-BI] CHO cells, DiI-HDL uptake fluorescence, 3 h;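 active = mean replicate inhibition of at least 70% and a set share of replicates each scoring 70 or more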;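 also: 0% = median of neutral control wells and 100% = median of positive control wells; values of inactives mirror those of a sister screen read the other way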
Target sequence (Q61009 whole entry, looked up): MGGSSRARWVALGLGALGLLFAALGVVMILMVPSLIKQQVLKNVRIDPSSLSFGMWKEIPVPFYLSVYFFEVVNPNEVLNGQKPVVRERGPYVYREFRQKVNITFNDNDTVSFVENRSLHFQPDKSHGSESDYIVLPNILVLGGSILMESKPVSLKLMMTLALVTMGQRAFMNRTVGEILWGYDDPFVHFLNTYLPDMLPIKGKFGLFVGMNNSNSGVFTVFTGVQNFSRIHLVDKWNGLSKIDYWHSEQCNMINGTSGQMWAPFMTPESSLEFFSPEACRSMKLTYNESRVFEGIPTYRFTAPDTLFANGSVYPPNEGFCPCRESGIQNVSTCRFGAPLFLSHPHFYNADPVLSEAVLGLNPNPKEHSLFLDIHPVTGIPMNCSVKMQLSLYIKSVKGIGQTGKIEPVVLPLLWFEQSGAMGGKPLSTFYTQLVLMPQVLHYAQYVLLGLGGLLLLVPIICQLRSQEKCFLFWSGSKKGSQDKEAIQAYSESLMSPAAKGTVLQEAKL
Wnt act: activates Wnt/beta-catenin signaling in a reporter cell assay | activator, plate reader | activation, % at 9.35 µM | hit rate 1.2% among 300,000 | AID 743398; in the data active = activation above about 30%, passing the limit was not always enough;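 also: 0% = neutral control wells and 100% = positive control wells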
PvdQ inh: P. aeruginosa PvdQ acylase inhibition; purified PvdQ acylase, fluorescence plate reader; inhibition, % at 10 µM; hit rate 0.063% among 340,000; in the data active = inhibition above about 30%, passing the limit was not always enough;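 also: 0% = vehicle neutral wells and 100% = reference inhibitor wells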
HTR5A inv ctr: inverse agonist of human HTR5A in OPRM1-OPRD1 counter-screen; inhibition, % at 9.3 µM; HTR5A cell line, luminescence, inverse agonism; AID 504634; hit rate 0.083% among 340,000; in the data active = inhibition mostly above about 23%, no sharp cut-off; inactive = mostly below about 18%;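 also: 0% = cells with DMSO and 100% = no-cell wells with DMSO; some compounds called inactive have numbers as strong as hits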
Target sequence (P47898 whole entry, looked up): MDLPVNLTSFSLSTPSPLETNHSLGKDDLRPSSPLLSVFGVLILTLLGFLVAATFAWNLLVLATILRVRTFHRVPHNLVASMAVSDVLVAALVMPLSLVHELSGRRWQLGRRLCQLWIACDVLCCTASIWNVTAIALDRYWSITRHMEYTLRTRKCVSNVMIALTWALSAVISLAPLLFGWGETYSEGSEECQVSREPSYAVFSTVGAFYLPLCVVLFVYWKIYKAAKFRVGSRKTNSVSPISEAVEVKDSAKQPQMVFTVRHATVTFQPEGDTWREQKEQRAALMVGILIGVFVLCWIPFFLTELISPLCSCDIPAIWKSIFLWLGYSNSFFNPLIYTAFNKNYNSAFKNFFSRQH
MITF TRPM1 HTS: MITF TRPM1 promoter activation in melanoma cells; AID 588334; activation, % at 12.5 µM; SK-MEL-5 TRPM1-promoter luciferase, 24 h; % of positive control, neutral wells = 0; hit rate 0.75% among 300,000;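 active = mean activation of at least 80% with every replicate also reaching 80%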;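 also: 0% = neutral control wells and 100% = parthenolide positive control wells; values of inactives mirror those of a sister screen read the other way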
HTR5A ag ctr: HTR5A agonism, opioid heterodimer counter-screen. HTR5A agonist assay, luminescence, cell-based. activation, % at 9.3 µM. hit rate 0.61% among 340,000; in the data active = activation mostly above about 9.5%, no sharp cut-off; inactive = mostly below about 7.6%;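 also: 0% = cells with vehicle only and 100% = reference agonist; strong numbers were not always called active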
dFosB activator: activators of mouse delta FosB homodimer. purified delta FosB, TAMRA-CDK5 oligo fluorescence polarization; percent of positive-control signal above neutral wells. activation, % at 25 µM. hit rate 0.99% among 340,000. AID 493131;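 active = mean activation above about 17%, with every replicate also reaching it, limit read from the data, passing the limit was not always enough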;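 also: fluorescence polarization rise as delta FosB binds a TAMRA Cdk5 AP-1 oligo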
CDK5 inh: inhibitors of human CDK5/p35 kinase; Q00535+Q15078; Recombinant CDK5/p35, ADP-Glo luminescence, 60 min; inhibition, % at 10 µM; hit rate 0.01% among 330,000;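 active = highest replicate inhibition of at least 50% and at least 75% of replicates reaching 50%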;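 also: plate controls were DMSO neutral control for no effect and GW8510 at 10 µM for full effect; many of its hits are not listed in these tables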
Numbers without * were called inactive; . = no result given.

SMILES	NSD2 HMT inh	V-ATPase pH	SR-BI DiI inh	Wnt act	PvdQ inh	HTR5A inv ctr	MITF TRPM1 HTS	HTR5A ag ctr	dFosB activator	CDK5 inh
CCOc1cc(/C=N/NC(=O)c2cc(-c3cccnc3)nc3ccccc23)ccc1O	-3	-1	-9	-1	4	27	-4	-1	-7	0.1
Cc1cccc(NC(=O)C2CCCN2C(=O)OCc2ccccc2)c1 (centres undefined)	.	-2	-2	2	-13	0	-5	0	-1	0.4
O=C(O)C1CCCN1c1nc(-c2ccc(Cl)c(Cl)c2)cc(C(F)(F)F)n1 (centres undefined)	1	1	1	-5	-16	0	.	3	-10	-0.2
CCCS(=O)(=O)c1c(S(=O)(=O)CCC)c2c(N)cccn2c1C(=O)c1ccc(F)cc1	0	9	2	.	-8	1	-2	2	-11	-1.9
NC(=S)N/N=C1\CC(c2ccc3c(c2)OCCCO3)Oc2ccc(F)cc21 (centres undefined)	-1	-1	43	-1	-13	-3	.	-1	-2	0.1
O=C(Cc1ccccc1[N+](=O)[O-])OCC(=O)c1ccccc1Br	0	2	12	0	0	1	-6	0	2	0.5
CCOc1cc(C)c(C(C)C)cc1S(=O)(=O)N1CCOCC1	-2	.	0	.	8	13	0	4	-12	0.1
O=C(NC1CCCCC1)N1CCN(CCc2ccccc2)CC1	-8	-1	-5	.	2	7	-6	-6	-7	-0.6
O=C(CCc1nc(-c2ccccc2F)no1)Nc1ccc(Oc2ccccc2)cc1	0	-3	16	-2	8	12	-7	3	-2	0.2
CCN(CC)C(=O)C1CC(c2ccc(OC)cc2)=NO1 (centres undefined)	0	-3	-34	.	-12	-18	41	2	4	1.4
O=C(CCC1CCCC1)NCCS(=O)(=O)N1CCN(c2ccccc2F)CC1	0	0	-9	-1	-7	19	-6	-7	-4	-0.2
CCn1c(Cc2ccccc2)nnc1SCC(=O)c1c(N)n(C2CC2)c(=O)[nH]c1=O	-3	2	-15	1	-5	15	0	-6	-1	1.3
O=C(NCCCN1CCCC1=O)c1cc(-c2ccc3c(c2)OCO3)nc2ccccc12	-4	2	.	1	-4	17	-1	-1	-16	1.8
Cc1cc(C)c(S(=O)(=O)Nc2ccccc2C(=O)N2CCCC2)c(C)c1	-3	2	-19	-1	9	4	-5	-4	-7	-0.6
c1ccc(CCn2cnc3ccccc32)cc1	-1	5	-14	3	-5	9	62	-3	-5	1.1
Cc1ccc(-n2c(C)cc(C(=O)NS(=O)(=O)c3ccc(C)cc3)c2C)cc1	1	.	6	0	-18	7	1	3	-13	-2.6
Cc1ccc(Cn2ncc3c(N4CCCC4)ncnc32)cc1	5	5	10	1	9	-1	8	0	-6	0.2
CC1CCN(C(=O)CNC(=O)CNC(=O)Cc2ccccc2)CC1	-2	3	-25	-2	-14	9	4	3	2	-1.3
Cc1oc(-c2cccc(F)c2)nc1CN(Cc1ccccc1)C[C@@H]1CCC(=O)N1	3	-1	20	-3	4	-17	-3	2	-9	0.8
COC(=O)C1=C(C)N(C)C(=O)NC1c1ccccc1 (centres undefined)	2	2	6	.	-11	-9	0	4	5	0.2
CS(=O)(=O)N1N=C(c2ccco2)CC1c1cccc([N+](=O)[O-])c1 (centres undefined)	0	-1	.	0	2	19	1	-1	-1	0.8
C=CCNC(=O)c1c(CSc2ccccc2)noc1C(=O)NCc1ccccc1	.	0	-20	-3	2	-39	13	3	-1	-1.3
O=C(Nc1ccccc1F)C(=O)Nc1cccc2ccccc12	-3	2	35	11	-12	3	.	-1	8	-1.5
CCc1noc(C)c1C(=O)NC1CCCc2c1cnn2-c1ccc(C(C)(C)C)cc1 (centres undefined)	0	1	-2	-4	-7	-19	-1	2	-13	1.1
CCOC(=O)C(=O)N/N=C(/c1ccccc1)c1ccc(OC)cc1	0	-3	11	-2	-15	-10	9	0	-4	0.8
COc1ccc(C2/C=C\CN(S(=O)(=O)c3ccc(C)cc3)[C@H](Cc3ccccc3)C(=O)N2Cc2ccc(F)cc2)cc1 (some centres undefined)	.	4	16	.	-11	-10	1	3	-5	-0.9
CCCCN(C(=O)c1ccc(N2CCCC2=O)cc1)c1c(N)n(CCCC)c(=O)[nH]c1=O	1	-4	-10	0	4	-17	-7	0	-1	0.1
Cc1ccc(NC(=O)CNC(c2ccccc2)c2ccccc2)c(F)c1	-2	1	23	-9	-15	-14	-9	-3	-5	-1.7
CCn1c(=O)n(CC)c2cc(N3CCCC3)c(NC(=O)c3ccccc3C)cc21	14	1	3	0	1	5	5	0	-5	0.1
O=c1[nH]c(=O)n(-c2cc(Br)c(O)c(Br)c2)cc1Br	1	1	-11	0	4	0	.	0	2	0.4
CCC(C)NC(=O)CSc1nc2c(sc3ccccc32)c(=O)n1CCCN1CCOCC1 (centres undefined)	6	-3	1	.	-3	-12	.	5	-14	-1.1
COc1ccc(C(=O)Nc2ccc(Oc3ncnc4sc(-c5ccccc5)cc34)cc2)cc1OC	-2	-1	66	.	-11	3	-6	2	-7	-1.6
CCOC(=O)/C(C#N)=C/c1c(Oc2cc(C)cc(C)c2)nc2ccccn2c1=O	-1	-1	11	4	-12	-22	-25	0	-2	0.6
O=C(Nc1ccc(F)cc1)C1C2CCC3C(CCC21)C3(Cl)Cl (centres undefined)	-1	-6	41	-1	0	.	.	.	14	0.6
Cc1ccc(NC(=O)c2ccc3nccnc3c2)c(C)c1	.	-2	-8	8	-17	-6	99*	2	2	1.0
CC(Oc1ccc([N+](=O)[O-])cc1)C(=O)NCC1CCCO1 (centres undefined)	-1	0	-12	1	-8	1	-1	0	1	-1.9

Just MITF TRPM1 HTS and NSD2 HMT inh, for 2 of the compounds above:
Structure | MITF TRPM1 HTS | NSD2 HMT inh
CCn1c(Cc2ccccc2)nnc1SCC(=O)c1c(N)n(C2CC2)c(=O)[nH]c1=O | 0 | -3
O=C(NCCCN1CCCC1=O)c1cc(-c2ccc3c(c2)OCO3)nc2ccccc12 | -1 | -4

Next part.
SMILES	NSD2 HMT inh	V-ATPase pH	SR-BI DiI inh	Wnt act	PvdQ inh	HTR5A inv ctr	MITF TRPM1 HTS	HTR5A ag ctr	dFosB activator	CDK5 inh
Cc1cc(OCCCCOc2ccc(C#N)cc2)ccc1[N+](=O)[O-]	-1	-2	-28	5	-10	2	-5	-1	-4	0.0
Cc1cccc(CCN=C(N)NS(=O)(=O)c2ccccc2)c1	-1	1	-12	4	-8	-3	-2	1	-5	-0.2
Cc1ccc(S(=O)(=O)N2CCC(C(=O)NCc3cccnc3)CC2)cc1	-1	-1	-14	-1	-6	-4	6	-2	-2	-4.3
CC(=N)C1=C(O)CC(c2ccccc2)CC1=O (centres undefined)	-5	2	.	2	-5	-11	-6	-4	-2	-1.4
CC(C)n1cc(NC(=O)c2cc(-c3ccccc3)on2)cn1	1	1	13	.	-6	22	19	-7	-28	-1.4
Cc1nc(Nc2ccccc2Cl)sc1C(=O)Nc1ccccc1	-3	2	32	10	-4	-1	10	3	0	0.2
CN1CCN(C(=O)c2ccc(-n3cccc3)cc2)CC1	4	1	-2	.	-3	-8	2	3	4	0.9
O=C(Nc1ccccc1N1CCCCC1)c1ccc(-c2ccc(Cl)cc2)o1	-3	-1	16	.	-7	-2	-28	1	-5	0.4
CCOC(=O)c1c(C)n(-c2ccc(F)cc2)c2ccc(O)cc12	0	0	56	.	-5	0	-15	0	5	1.0
O=C(CNCc1ccc(Cl)cc1)NCc1ccco1	1	2	-38	6	-5	5	-5	-2	-5	1.5
CCOC(=S)SCC(=O)Nc1nc(C)c(C)s1	51*	-1	.	-1	-1	-15	11	-3	2	-0.7
C=CCNc1nnc(SCC(=O)Nc2ccccc2OC)c2ccccc12	-2	-3	25	2	1	-12	-11	-3	2	1.4
CCN1C(=O)/C(=C/N2CC(C)CC(C)C2)SC1=S (centres undefined)	0	2	-10	-3	-19	-12	-1	4	10	-2.0
COc1ccccc1OCc1ccc(C(=O)NCC(C)C)o1	-1	0	-16	0	7	-14	-1	3	-7	0.3
Cc1ccc(-c2nc3ncccc3o2)cc1NC(=O)CC(C)C	-3	9	1	-4	-13	-12	2	-5	-2	1.8
CN(Cc1ccccc1)C(=O)COC(=O)CNS(=O)(=O)c1ccc2ccccc2c1	0	3	-13	3	7	-1	4	-5	-7	0.9
CC(NC(=O)c1ccccc1NC(=O)c1ccco1)C(=O)O (centres undefined)	0	4	-3	-2	-13	16	.	-2	5	-0.3
O=C(CSc1ccc2nnc(-c3ccccn3)n2n1)Nc1ccccc1F	0	2	-15	0	-12	20	9	3	-5	1.0
COc1cc(NC(=O)Nc2cccc(Cl)c2)c(C(=O)O)cc1OC	-2	-2	.	-2	-6	-7	-3	8	7	-2.4
Cc1cc(N(C)C)ccc1N=Nc1ccc(N)cc1	33	-1	.	2	-9	16	.	-4	-2	2.0
CN1CCN(c2ccccc2NC(=O)c2ccc3c(c2)OCCO3)CC1	4	1	0	21	-13	3	2	1	-3	0.6
COc1ccccc1CCNC(=O)CCn1nc(C)c2c(C)n(-c3ccccc3)nc2c1=O	1	1	8	-1	-16	-24	-1	0	-7	-1.5

Exported as comma-separated lines: part of the list above.
smiles,NSD2 HMT inh,V-ATPase pH,SR-BI DiI inh,Wnt act,PvdQ inh,HTR5A inv ctr,MITF TRPM1 HTS,HTR5A ag ctr,dFosB activator,CDK5 inh
Cc1nc(Nc2ccccc2Cl)sc1C(=O)Nc1ccccc1,-3,2,32,10,-4,-1,10,3,0,0.2
CN1CCN(C(=O)c2ccc(-n3cccc3)cc2)CC1,4,1,-2,.,-3,-8,2,3,4,0.9
O=C(Nc1ccccc1N1CCCCC1)c1ccc(-c2ccc(Cl)cc2)o1,-3,-1,16,.,-7,-2,-28,1,-5,0.4
CCOC(=O)c1c(C)n(-c2ccc(F)cc2)c2ccc(O)cc12,0,0,56,.,-5,0,-15,0,5,1.0
O=C(CNCc1ccc(Cl)cc1)NCc1ccco1,1,2,-38,6,-5,5,-5,-2,-5,1.5
CCOC(=S)SCC(=O)Nc1nc(C)c(C)s1,51*,-1,.,-1,-1,-15,11,-3,2,-0.7
C=CCNc1nnc(SCC(=O)Nc2ccccc2OC)c2ccccc12,-2,-3,25,2,1,-12,-11,-3,2,1.4
CCN1C(=O)/C(=C/N2CC(C)CC(C)C2)SC1=S (centres undefined),0,2,-10,-3,-19,-12,-1,4,10,-2.0
COc1ccccc1OCc1ccc(C(=O)NCC(C)C)o1,-1,0,-16,0,7,-14,-1,3,-7,0.3
Cc1ccc(-c2nc3ncccc3o2)cc1NC(=O)CC(C)C,-3,9,1,-4,-13,-12,2,-5,-2,1.8
CN(Cc1ccccc1)C(=O)COC(=O)CNS(=O)(=O)c1ccc2ccccc2c1,0,3,-13,3,7,-1,4,-5,-7,0.9
CC(NC(=O)c1ccccc1NC(=O)c1ccco1)C(=O)O (centres undefined),0,4,-3,-2,-13,16,.,-2,5,-0.3
O=C(CSc1ccc2nnc(-c3ccccn3)n2n1)Nc1ccccc1F,0,2,-15,0,-12,20,9,3,-5,1.0
COc1cc(NC(=O)Nc2cccc(Cl)c2)c(C(=O)O)cc1OC,-2,-2,.,-2,-6,-7,-3,8,7,-2.4
